Screens: PubChem BioAssay, several laboratories
WT yeast gro inh – growth inhibition of WT yeast, mitochondrial fusion screen; 2.1% of 190,000 active; mitochondrial fusion phenotypic screen, WT strain; AID 1362; inhibition, % at 10 µM; in the data active = inhibition above about 58%; tested in S. cerevisiae
bCat nuc transl – modulators of beta-catenin nuclear translocation; HeLa beta-catenin nuclear translocation, immunofluorescence imaging; nuclear translocation activity, % at 5 µM; 0.3% of 190,000 active;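 active = nuclear translocation activity above 50% at 5 µM, with a well cell count of 50 or more; inconclusive = wells under 50 cells across six images, flagged as toxic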;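 also: per-cell ratio of nuclear to cytoplasmic median beta-catenin stain intensity; plate controls were DMSO negative control for no effect and GSK-3 inhibitor IX positive control for full effect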
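System: Human HeLa cells, endogenous beta-catenin | Compound dosing: 5 µM primary, 0.02–20 µM confirmation | Timing: 24 h compound exposure at 37°C, 5% CO2 | Measured by: Fluorescence imaging of beta-catenin antibody stain plus DAPI | Read-out basis: % activation of per-cell nuclear versus cytoplasmic median beta-catenin signal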
Yfh1-off respiration – mitochondrial function rescue without frataxin homolog – Friedreich's ataxia, plus single-dose screen, dose response (AID 1465); S. cerevisiae Yfh1-off respiration, WST-1 reduction, 72 h; higher fold induction means a stronger effect; one-dose fold induction at 50 µM; EC50 in µM for titrated hits; 0.074% of 220,000 active;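 active = fold induction of absorbance versus untreated yeast above a set limit, then at least 30% activation at any dose in follow-up; inconclusive = repeats straddling the limit, or above it without dose testing; inactive = fold induction below the set limit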;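 also: activators that raise dye reduction in frataxin-depleted yeast; strong numbers were not always called active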
MT stabilize HCS – microtubule stabilization, imaging screen. HeLa tubulin immunostaining HCS, 24 h; share of cells brighter than vehicle mean+2SD. % tubulin-high responders, % at 10 µM. 0.83% of 200,000 active;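 active = plate Z-score above 3 for both tubulin-high and condensed-nucleus cell shares, with cell loss under 80%, at 10 µM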;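 also: anti alpha tubulin signal scored within the nucleus-defined area of each cell; some results filed as inactive read as strong as hits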
Dynein cargo inh – blocks dynein driven cargo transport along microtubules; 0.47% of 220,000 active; 3617.4 mouse cells, GR-EGFP nuclear translocation imaging; test concentration mostly 20 µM; stimulated with dexamethasone, 1 µM; hits give low values; z-score, hits read low;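 active = plate z-score of nuclear minus cytoplasmic receptor signal below a set negative limit, without overly bright fluorescence or cell loss, cut at about -3.5 in these data, passing the limit was not always enough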;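 also: z-score of nuclear minus cytoplasmic ring GR-EGFP intensity difference per well; some compounds called inactive have numbers as strong as hits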
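medium = tetracycline-free induction medium containing charcoal-stripped FBS | probe or stimulus = dexamethasone, 1.0 µM final | timing = 48 h induction, then 1 h compound, then 30 min agonist, 37 °C | detection = automated 10x imaging of fixed Hoechst-stained cells | read-out basis = nuclear versus cytoplasmic GR-EGFP signal, averaged per well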
PMI inhibitors – MPI enzyme activity inhibition – biochemical, fluorescence intensity, coupled assay, primary screen (AID 1209) | purified PMI enzyme, coupled fluorescence intensity; higher % means a stronger effect | inhibition, % at 20 µM; hits with a dose series show IC50 in µM | 0.42% of 190,000 active;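 also: plate controls were DMSO vehicle for no effect and wells lacking substrate for full effect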
human PMI inhibitors – MPI inhibition at elevated mannose 6-phosphate – biochemical, fluorescence intensity, high mannose 6-phosphate, primary screen (AID 1220); recombinant PMI enzyme, coupled fluorescence intensity; higher % means a stronger effect; inhibition, % at 20 µM, or IC50 in µM where a hit was titrated; 0.66% of 190,000 active
Ins promoter up – MIN6 insulin promoter up-regulation; MIN6 insulin promoter-GFP reporter, high-content imaging; hits give high values; 0.3% of 190,000 active; AID 1625; z-score at 5 µM;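 active = z-score above 3 at 5 µM with at least 500 cells counted in the well; inconclusive = wells under 500 cells, flagged as cytotoxic or low count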
Autophagy mod – autophagy modulation, high-content screen; calls only at 10 µM (by protocol); MEF GFP-LC3 puncta imaging; test concentration mostly 10 µM; 0.98% of 190,000 active; AID 463193;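 active = percentage of spot-positive cells more than 3 SD above its plate mean, without a fluorescence outlier flag or 80% toxicity; inconclusive = no clear call, values can overlap the other calls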;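 also: spot-positive cell cutoff set from DMSO-treated cells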
WT yeast gro inh mutant strain – further read-out of WT yeast gro inh, marked with its call; inhibition, %; mitochondrial fusion phenotypic screen, mutant strain inhibition
Dynein cargo inh cytoplasmic EGFP – recorded beside Dynein cargo inh, whose call it bears; z-score; measured here: cytoplasmic GR-EGFP intensity; hits give high values
Dynein cargo inh nuclear GR-EGFP – recorded beside Dynein cargo inh, whose call it bears; z-score; measured here: nuclear GR-EGFP intensity;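 lower value marks the stronger effect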
Dynein cargo inh cell count – further read-out of Dynein cargo inh, marked with its call; z-score; measured here: cell count per field
Ins promoter up cell count – further read-out of Ins promoter up, marked with its call; cell count; measured here: cytotoxicity, nuclei count;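 total cells summed across four imaged fields per well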
bCat nuc transl cell count 5 µM – second read-out of bCat nuc transl, no call of its own (marks repeat the call); cell count; measured here: cell count, cytotoxicity flag
MT stabilize HCS Hoechst-high % – second read-out of MT stabilize HCS, no call of its own (marks repeat the call); % Hoechst-high responders; measured here: nuclear condensation Hoechst responders;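 share of cells brighter than vehicle mean plus two SD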
MT stabilize HCS cytotoxicity % – second read-out of MT stabilize HCS, no call of its own (marks repeat the call); toxicity, %; measured here: cytotoxicity by cell density;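 0% = mean cell density of plate MIN control wells and 100% = no cells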
Autophagy mod cell loss 18 h – second read-out of Autophagy mod, no call of its own (marks repeat the call); toxicity, %; measured here: cell loss, nuclei count;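 cell loss after 18 h compound exposure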
An asterisk follows results filed as active; i = inactive; ? = inconclusive; nt = no result given. Rule as the data show it, unless noted: active = inhibition above about 50%; inactive = the rest. This is a random part of the collection, and some 5% of all compounds hit somewhere here.

SMILES	WT yeast gro inh	WT yeast gro inh mutant strain	bCat nuc transl	bCat nuc transl cell count 5 µM	Yfh1-off respiration	MT stabilize HCS	MT stabilize HCS Hoechst-high %	MT stabilize HCS cytotoxicity %	Dynein cargo inh	Dynein cargo inh cytoplasmic EGFP	Dynein cargo inh nuclear GR-EGFP	Dynein cargo inh cell count	PMI inhibitors	human PMI inhibitors	Ins promoter up	Ins promoter up cell count	Autophagy mod	Autophagy mod cell loss 18 h
CC(C)[C@H](NC(N)=O)C(=O)Nc1cccc([N+](=O)[O-])c1	-4	0	-0.5	1122	i	4.3	1.5	3.2	0.14	-0.29	-0.27	-0.12	1%	4%	-0.22	1303	i	4
COc1ccc(-c2[nH]c3ccccc3c2SCCN)cc1	nt	nt	1.7	1317	i	nt	nt	nt	3	-0.14	1.4	-1.8	nt	nt	0.06	1064	nt	nt
Cc1cnc(C(=O)OCC(=O)NC2CCCCC2)cn1	-1	13	-4.2	655	i	1.6	1.4	9.9	-1.2	-0.19	-0.62	0.93	-2%	8%	-0.17	1360	i	-2
CCOc1cc(S(=O)(=O)Nc2ccccn2)ccc1F	-4	-2	-0.9	1011	i	2.3	2.1	1.7	0.63	-0.24	0.3	-0.099	4%	-1%	0.18	1305	i	-4
O=C(CN1CCOCC1)N1CCN(c2nnc(-c3ccccc3)c3ccccc23)CC1	3	4	nt	nt	nt	1.7	0.2	12	0.71	-0.2	0.67	-0.39	5%	-2%	-0.66	1098	i	-3
CCCCOC(=O)c1ccc(NC(=O)c2c(Cl)ccc(Cl)c2OC)cc1	44	-1	0.2	994	i	2.0	1.6	0.9	1.2	-0.31	0.44	-0.39	24%	12%	nt	nt	i	-3
CCOc1ccc(NCc2nnc(SCc3ccccc3Cl)n2-c2ccccc2)cc1	29	26	nt	nt	i	1.6	1.4	11	-0.24	-0.23	-0.45	0.49	12%	18%	nt	nt	i	-5
C#CCO[C@@H]1C[C@H](n2ccc(NC(=O)c3ccccc3)nc2=O)O[C@@H]1CO	nt	nt	-1.1	1412	i	nt	nt	nt	0.18	-0.82	0.11	-0.37	nt	nt	0.33	826	nt	nt
Cn1c(SCc2c(Cl)cccc2Cl)nc(C(F)(F)F)cc1=O	-2	3	-3.2	1000	i	4.2	1.3	5.7	0.36	-0.2	-0.15	0.46	10%	9%	0.19	1421	i	15
Cc1ccc(-c2ccc(=O)n(CC(=O)Nc3ccc4c(c3)OCCO4)n2)cc1	-16	-7	-0.5	955	i	2.7	1.8	12	0.65	-0.24	0.68	-0.72	12%	17%	0.49	1389	i	-14
O=C(CSc1nnnn1Cc1ccccc1)c1ccccc1	32	13	-7.9	977	i	1.9	1.3	11	-1	-0.23	-0.36	1.8	-1%	2%	-0.33	1284	i	4
Cc1ccc(-n2c(C)cc(/C=c3/sc4nc5ccccc5n4c3=O)c2C)cc1	6	-19	-4.5	1252	i	1.0	0.9	3.9	-0.66	0.15	-0.29	0.83	16%	-6%	0.05	962	i	2
CCOC(=O)c1c(NC(=O)C2C3CCC(O3)C2C(=O)O)sc(C)c1-c1ccc(F)cc1 (stereo unspecified)	10	-13	nt	nt	i	3.0	1.4	7.0	0.96	-0.22	0.37	-1.4	-16%	-14%	nt	nt	i	-30
O=C(c1cc(COc2ccc3ncccc3c2)on1)N1CCCC(O)C1 (stereo unspecified)	3	6	-1.1	1014	i	4.2	1.3	4.9	0.018	-0.3	-0.2	0.84	3%	16%	-0.59	1364	i	13
CCOC(=O)C(C)Sc1nc(-c2ccc(OC)cc2)nc2c1c(=O)n(C)c(=O)n2C (stereo unspecified)	nt	nt	-0.9	1104	nt	nt	nt	nt	nt	nt	nt	nt	11%	13%	0.28	1876	nt	nt
CC(/C=C/c1ccccc1)=N/NC(=O)CNC(=O)c1ccccc1F	-1	7	2.4	1030	i	5.2	1.4	0.3	-0.9	-0.28	-0.64	0.8	-3%	-4%	-0.96	1125	i	-3
CCOc1ccccc1NC(=O)CSc1nnc(-c2ccco2)n1Cc1ccco1	15	6	0.2	783	i	4.5	3.5	10	0.49	0.18	0.62	-1.3	-2%	5%	nt	nt	i	45
O=C(O)CC/C(=N/Nc1ccc([N+](=O)[O-])cc1)C(=O)O	nt	nt	-0.6	1349	i	nt	nt	nt	0.83	-0.28	0.46	0.32	nt	nt	0.33	1085	nt	nt
CCOC(=O)C1(CCCc2ccccc2)CCN(C(=O)C(C)n2cncn2)CC1 (stereo unspecified)	-2	4	1.2	877	i	6.4	1.3	5.3	-0.57	-0.31	-0.21	0.65	16%	17%	-0.52	1506	i	21
COc1cccc(OC)c1C(=O)Nc1ccc(N2CCN(S(C)(=O)=O)CC2)cc1	-13	0	2.8	549	i	4.1	4.5	8.5	0.62	-0.3	0.15	-0.27	-9%	-8%	1.1	1395	i	1
N=c1c2c(-c3ccccc3)c(-c3ccccc3)oc2ncn1Cc1ccco1	31	63	0.4	1312	i	1.7	1.8	8.9	-0.28	-0.2	-0.25	0.087	10%	5%	-0.7	1598	i	0
O=C(CSc1ncccc1-c1nc2ccccc2[nH]1)NC1CC1	-6	-11	-1.8	846	i	1.8	1.7	8.1	0.12	-0.18	-0.14	-0.31	4%	10%	-0.15	1192	i	3
Cc1cc(O)c(NC(=O)c2cccc([N+](=O)[O-])c2)cc1C	nt	nt	0.1	1269	i	nt	nt	nt	-0.69	-0.27	0.4	0.18	nt	nt	0.12	988	nt	nt
COCCCNC(=O)CN1C(=O)c2ccccc2C1=O	nt	nt	-6.7	1008	i	1.6	2.3	6.5	-0.86	-0.17	-0.42	2.1	-4%	-3%	-0.73	1318	i	-18
CCOC(=O)CNC(=O)c1ccc(C#CC2(O)CCCCC2)cc1	-10	9	-2.6	1028	i	1.8	1.7	2.8	-0.59	-0.23	-0.39	0.99	-3%	5%	0.26	1296	i	-10
CC(C(=O)N1CCCCC1)n1sc2ccccc2c1=O (stereo unspecified)	-8	13	0.0	1202	i	4.0	2.2	5.6	1.1	-0.13	0.88	-0.22	-3%	-6%	nt	nt	i	-13
O=c1ccc2ccc(Oc3ccc([N+](=O)[O-])cc3Cl)cc2o1	-1	-5	0.1	1101	i	1.5	2.0	8.4	-1.2	-0.26	-0.55	0.89	8%	14%	-0.36	1078	i	-4
COc1ccc(CCNC(=O)CSc2nnc(CNC(=O)c3ccco3)o2)cc1OC	-7	-15	nt	nt	i	1.9	1.4	9.5	-0.5	-0.2	-0.071	0.073	-6%	-4%	-0.58	953	i	-17
O=C(NCc1ccc(OC(F)(F)F)cc1)C1CC(c2c(Cl)cccc2Cl)=NO1 (stereo unspecified)	51	48	-1.9	849	i	2.8	2.6	4.6	0.75	-0.2	0.65	-0.62	5%	9%	-0.05	1428	i	22
COc1cccc(CN(C)C(=O)c2cc(COc3c(F)cccc3F)on2)c1	11	0	0.7	958	i	1.9	2.1	1.2	-1	-0.11	-0.65	1.2	23%	26%	-0.37	1484	i	17
COc1ccccc1N(CC(O)COc1ccccc1)S(=O)(=O)c1ccccc1 (stereo unspecified)	3	8	-4.2	595	i	2.0	2.1	9.9	-0.96	-0.28	-0.79	0.51	13%	15%	-0.24	1293	i	12
Cc1cc(C)cc(NS(=O)(=O)c2ccc3[nH]cc(C(=O)NCc4ccco4)c(=O)c3c2)c1	-1	1	nt	nt	i	2.0	2.5	3.9	-0.91	-0.085	-0.17	0.41	16%	6%	0	1210	i	0
O=C(N/N=C/c1c(F)cccc1Cl)c1ccc(Cn2cc(Br)cn2)o1	18	2	nt	nt	i	3.2	2.2	2.9	-0.35	-0.32	-0.24	2	-1%	-4%	0.33	1261	i	14
CCOC(=O)c1c(NC(=O)C2COc3ccccc3O2)sc(C(C)=O)c1C (stereo unspecified)	3	-11	-0.9	1164	i	3.8	1.5	7.3	-0.32	-0.06	0.12	2	5%	6%	?	nt	i	28
O=C(Cn1cc([N+](=O)[O-])cn1)NCCc1c[nH]c2ccccc12	0	-5	2.1	1066	i	1.8	1.9	5.5	-0.85	-0.22	-0.52	0.72	-16%	-7%	0.16	1121	i	24
CNS(=O)(=O)c1cccc2nsnc12	-2	15	-1.0	1120	i	3.3	1.6	2.1	1.6	-0.025	0.86	-1.4	20%	18%	0.86	1621	i	-9
Fc1ccc(CNC(=S)NCc2ccc(F)cc2)cc1	nt	nt	-5.3	1164	i	nt	nt	nt	-0.17	-0.23	-0.17	0.093	nt	nt	0.1	1349	nt	nt
CCc1c(C)sc(NC(=O)c2ccco2)c1C(=O)N1CCCCC1	14	3	1.4	1021	i	1.1	0.7	28	-0.8	-0.28	-0.68	0.32	20%	18%	-0.79	1205	i	-2
O=C(NCc1n[nH]c(=S)n1-c1cccc(C(F)(F)F)c1)c1ccc(S(=O)(=O)N2CCCC2)cc1	-2	0	0.2	1121	i	2.9	2.0	5.9	0.54	-0.27	0.49	-0.55	1%	2%	-0.32	1351	i	41
CCC(C)Nc1c2c(nc3c(-c4ccccc4)c(C)nn13)CCC2 (stereo unspecified)	2	-66	nt	nt	i	1.9	1.6	6.7	-0.67	-0.16	-0.97	-0.011	7%	0%	nt	nt	i	-8
